Screens (PubChem BioAssay)
WT yeast gro inh = growth inhibition of WT yeast, mitochondrial fusion screen; inhibition, % at 10 µM; AID 1362; 2.1% of 190,000 active; mitochondrial fusion phenotypic screen, WT strain; in the data active = inhibition above about 58%; tested in S. cerevisiae
Myeloid diff 2 = compounds promoting myeloid differentiation | calls only at 10 µM | ER-HoxA9 myeloid progenitors, lysozyme-GFP differentiation, flow cytometry | 1% of 360,000 active;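 active = normalized GFP-positive differentiation at or above the plate's own cutoff, the solvent-only control mean plus 3 SD; inconclusive = no clear call, values can overlap the other calls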;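 also: cells exposed to compound for four days before flow analysis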
PMI inhibition = human PMI inhibitors, high substrate, primary screen, biochemical, fluorescence intensity, high mannose 6-phosphate (AID 1220) | recombinant PMI enzyme, coupled fluorescence intensity; higher % means a stronger effect | inhibition, % at 20 µM; hits with a dose series show IC50 in µM | 0.66% of 190,000 active
TNAP activators = human TNAP enzyme activators, primary screen, biochemical, luminescent, no phosphate acceptor, uHTS (AID 1001). one-dose activation fold at 20 µM; EC50 in µM for titrated hits. purified TNAP, luminescent activation assay, no phosphate acceptor; higher activation fold means a stronger effect. 0.03% of 200,000 active; in the data active = activation fold from about 3, or a potency from the dose series; inactive = the rest, 99 in 100 with activation fold below about 1.6; also: many of its hits are not listed in these tables
PMI inhibitors = inhibitors of human PMI, primary screen, biochemical, fluorescence intensity, coupled assay (AID 1209); purified PMI enzyme, coupled fluorescence intensity; higher % means a stronger effect; inhibition, % at 20 µM, or IC50 in µM where a hit was titrated; 0.42% of 190,000 active;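 also: plate controls were DMSO vehicle for no effect and wells lacking substrate for full effect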
Salmonella PhoP GFP = inhibitors of PhoP regulon expression, primary screen, Salmonella Typhimurium, GFP reporter (AID 1863). S. Typhimurium PhoP-regulated promoter GFP reporter, 4 h; higher % means a stronger effect. inhibition, % at 50 µM, or IC50 in µM where a hit was titrated. 0.16% of 300,000 active;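 active = inhibition over 29.93%, a cutoff 3 SD above the screen mean, later confirmed by dose response; inconclusive = inhibition over 29.93% but no dose response follow-up; inactive = inhibition at most 29.93% or unconfirmed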;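 also: 0% = low Mg2+ inducing control and 100% = high Mg2+ repressing control; strong numbers were not always called active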
XIAP antagonists = small molecules displacing peptide from XIAP – biochemical, IAP family, fluorescence polarization (AID 1018); displacement, % at 20 µM; hits with a dose series show IC50 in µM; 0.007% of 200,000 active; XIAP BIR domain, fluorescence polarization peptide displacement; higher % means a stronger effect; in the data active = displacement above about 50%; also: a part of the inactive calls stands beside numbers as strong as those of hits
RSV antiviral HEp-2 = RSV antiviral activity via CPE protection, HEp-2 cells, primary 10 µM value included (AID 2391) | 0.13% of 310,000 active | HEp-2 cells, RSV-induced CPE inhibition; higher % means a stronger effect | CPE inhibition, % at 10 µM; hits with a dose series show IC50 in µM; in the data active = a potency from the dose series; inconclusive = CPE inhibition mostly from about 23% at the one dose, without a potency; inactive = the rest, 99 in 100 with CPE inhibition below about 21%; also: strong numbers were not always called active
Siah-1 displacement = Siah-1 peptide-binding antagonists, primary screen, biochemical, fluorescence polarization, rhodamine-plectin, uHTS (AID 1817); 0.02% of 290,000 active; Siah-1 / rhodamine-plectin peptide fluorescence polarization; higher % means a stronger effect; displacement, % at 20 µM; hits with a dose series show IC50 in µM;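 active = displacement of at least 50% at 20 µM, with a fluorescence ratio check between 0.3 and a set limit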;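 also: plate controls were Siah plus tracer with DMSO for no effect and tracer alone without Siah for full effect; strong numbers were not always called active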
WT yeast gro inh mutant strain = also measured in WT yeast gro inh; calls as there; inhibition, %; mitochondrial fusion phenotypic screen, mutant strain inhibition
Myeloid diff 2 GFP+ MAC1+ % = recorded beside Myeloid diff 2, whose call it bears; GFP+ MAC1+ double positive, %; measured here: differentiation confirmed by MAC1 staining
The depositor's hits bear a star; i = inactive; ? = inconclusive; · = no result given; + = active, no number. Rule as the data show it, unless noted: active = inhibition above about 50%; inactive = the rest.

SMILES	WT yeast gro inh	WT yeast gro inh mutant strain	Myeloid diff 2	Myeloid diff 2 GFP+ MAC1+ %	PMI inhibition	TNAP activators	PMI inhibitors	Salmonella PhoP GFP	XIAP antagonists	RSV antiviral HEp-2	Siah-1 displacement
Cc1nc2ccccn2c1C(=O)Nc1ccc(Cl)cc1	44	38	i	0.0	-12%	1	-19%	-8%	-0.1%	0.5%	1%
CC(=O)C1=C(O)C(=O)N(c2cccnc2)C1c1ccc(Cl)cc1 (stereo unspecified)	-6	9	i	0.7	6%	1.2	6%	-8%	-2.8%	2.0%	0%
N#C/C(C(=O)N1CCCCC1)=C1/N=C(N)c2ccccc21	-3	-10	i	0.5	-7%	1.2	-1%	-9%	-35%	0.5%	4%
O=C(NCCOc1ccccc1)c1ccccc1	3	5	i	11	-9%	1	-10%	1%	-4.5%	-0.5%	0%
COc1ccccc1N1CCN(C(=O)c2ccc(Cn3c(=S)[nH]c4cc5c(cc4c3=O)OCO5)cc2)CC1	17	17	i	0.4	-3%	1.1	-3%	-8%	-2.9%	-0.4%	2%
NC(=O)c1ccc[n+](Cc2cccc3ccccc23)c1	-8	11	i	0.3	-9%	1.1	1%	1%	-1.2%	0.2%	9%
COc1ccc(OC)c(C(C)NC(=S)NC2CCCCC2)c1 (stereo unspecified)	·	·	i	4.7	·	·	·	-5%	·	3.4%	3%
CN(C)c1nc(N(C)C)n(Cc2c(Cl)cccc2Cl)n1	4	-8	i	0.4	-3%	1.1	-5%	6%	-2.7%	2.3%	8%
CCOCc1cnc(C)nc1NCC(=O)c1c(C)[nH]c2cc(C)ccc12	17	26	i	1.1	-12%	1	12%	5%	-3.9%	-0.9%	-1%
CCOC(=O)/C(C#N)=C1/SC(CC)C(=O)N1c1ccc(C)cc1 (stereo unspecified)	-4	-9	i	1.0	-25%	1.1	-6%	-2%	0.8%	0.0%	1%
CC(C)CCNC(=O)CN1C(=O)NC(c2ccccc2)(c2ccccc2)C1=O	·	·	i	0.6	·	·	·	-1%	·	1.9%	0%
C[C@H](NC(=O)[C@H]1N2C(=O)c3ccccc3C2SC1(C)C)C(=O)N1CCN(C)CC1 (stereo partly specified)	·	·	i	2.0	·	·	·	1%	·	-1.6%	-2%
O=C(Nc1ccccn1)NC1CCCCC1	-10	8	i	0.9	-9%	1.1	-2%	39%	-20%	1.5%	2%
CCN(Cc1ccncc1)C(=O)c1ccc(C)o1	·	·	i	0.6	·	·	·	-3%	·	0.1%	0%
CCc1ccccc1NC(=S)N1CCN(c2ccccc2F)CC1	·	·	i	0.5	·	·	·	11%	·	0.3%	2%
COc1ccc(NC(=O)[C@H](C)NC(=O)C2CCN(S(=O)(=O)c3ccc(OC)cc3)CC2)cc1	·	·	i	0.0	·	·	·	-7%	·	0.2%	7%
O=C(N/N=C/c1cccc([N+](=O)[O-])c1)c1cccs1	11	13	i	0.6	-4%	1.1	5%	7%	-5.5%	12%	5%
O=C(c1cnn2c1NC(c1ccc(Br)cc1)CC2C(F)(F)F)N1CCN2CCCC2C1 (stereo unspecified)	8	12	·	·	-3%	1.1	-5%	-1%	0.1%	-1.7%	6%
O=C(COC(=O)c1ccccc1SCC(=O)N1CCCC1)Nc1ccccc1C(F)(F)F	·	·	i	0.4	·	·	·	10%	·	0.2%	0%
N#CC1=C(N)Oc2cc(N)ccc2C1c1ccc(F)cc1F (stereo unspecified)	·	·	+	0.5*	·	·	·	1%	·	-0.3%	1%
CCOc1ccc(N(C)S(=O)(=O)c2cc(-c3cc(C)no3)ccc2C)cc1	·	·	i	0.4	·	·	·	5%	·	2.7%	8%
COc1ccc2[nH]c(=O)c(CN(Cc3ccc4c(c3)OCO4)C(C)=O)cc2c1	-6	-4	i	0.6	8%	1.1	5%	2%	-21%	-0.8%	4%
COc1cccc(/C=C2\SC(=O)N(CC(=O)NCCCn3ccnc3)C2=O)c1	·	·	?	·	·	·	·	0%	·	0.0%	-2%
Cc1ccc(NC(=O)c2ccc3c(c2)S(=O)(=O)c2ccccc2C3=O)cc1S(=O)(=O)N1CCOCC1	·	·	i	0.1	·	·	·	-5%	·	1.7%	1%
Nc1nc(-c2ccco2)nn1C(=O)c1ccccc1Cl	-1	2	i	0.2	-3%	1	-5%	0%	-1.8%	·	-2%
COc1ccc(Cl)cc1NC(=O)CN(C)C(=O)Cc1ccc2c(c1)CCC2	·	·	i	0.0	·	·	·	6%	·	18%	-2%
Cc1c(C(=O)Nc2cccc(F)c2)cnn1-c1ccccc1	·	·	i	0.3	·	·	·	3%	·	18%	2%
Cc1ccc(C(=O)NC2CCCc3ccccc32)cc1[N+](=O)[O-] (stereo unspecified)	·	·	i	0.8	·	·	·	2%	·	3.2%	0%
CC(C)CC(=O)Nc1ccc2c(c1)nc(CCN1CCOCC1)n2C	·	·	i	0.3	·	·	·	3%	·	2.5%	5%
Cc1ccc(OC(=O)c2ccc3nc(C)sc3c2)cc1	-20	-10	·	·	1%	1.1	0%	8%	-3.8%	-0.1%	0%
COc1cc(/C=N/N2CCN(Cc3ccc(C)cc3)CC2)cc(OC)c1O	·	·	i	0.5	·	·	·	-6%	·	-1.0%	-6%
O=C(c1ccc(COc2ccccc2Br)o1)N1CCCCCC1	36	19	i	1.2	19%	1	16%	11%	-8.1%	15%	2%
COc1ccccc1OCc1nc(Cc2ccc(Cl)cc2)no1	7	-2	i	1.2	14%	1	13%	2%	-5.6%	5.4%	-2%
CN(C)c1nc(-c2ccccc2)nc(-c2ccc(Cl)cc2)c1C#N	-4	-5	·	·	6%	1.1	8%	-3%	-8.2%	0.7%	0%
COc1cc(/C=N/n2cnc3scc(-c4cccs4)c3c2=O)cc(OC)c1OC	13	18	?	·	13%	1.1	13%	8%	-7.6%	2.8%	-2%
CCc1ccc2[nH]c(=O)c(CN(CCN3CCOCC3)C(=O)Nc3ccccc3F)cc2c1	17	3	i	0.7	4%	1	7%	-1%	0.8%	-1.9%	-1%
CN(C)C(=O)c1ccc(Nc2ncnc3sc4c(c23)CCCCC4)cc1	·	·	i	0.6	·	·	·	-1%	·	5.0%	2%
CC(C)Cc1ccc(CN2CCCC(NC(=O)CSc3nncn3C)C2)cc1 (stereo unspecified)	·	·	i	0.7	·	·	·	-3%	·	0.0%	-5%
Cc1ccc(-c2cc(C(=O)N/N=C/c3ccoc3)c3ccccc3n2)cc1	·	·	i	0.3	·	·	·	-4%	·	0.9%	1%
CNC(=O)c1ccc(CNC(=O)OCC(F)(F)F)cc1	2	-3	i	0.6	7%	1	12%	-5%	-5.7%	1.0%	-6%
Cc1cc2oc(=O)cc(Cn3ccnc3)c2cc1O	·	·	i	0.5	·	·	·	16%	·	0.5%	-3%
CCOC(=O)c1c(N)sc(C(=O)N2CCCC2)c1C	7	-15	i	1.1	-3%	1.1	2%	9%	-12%	0.9%	2%
Fc1cccc2sc(N3CCCCC3)nc12	2	10	i	0.7	4%	1.1	4%	4%	-10%	0.5%	7%
Cc1cc(C)n(-c2nc3c(c(=O)n(C)c(=O)n3C)n2C)n1	3	11	i	0.9	-14%	1.1	-4%	-5%	-3.1%	-0.1%	-3%
O=C(NC(=S)NCCC1=CCCCC1)c1ccccc1Br	64*	3.5*	i	0.1	-5%	1.1	10%	-9%	-9.8%	2.4%	22%
COc1ccc(C(=O)NN=C2CCCC2)cc1OC	·	·	i	0.0	·	·	·	7%	·	0.3%	-1%
COC(=O)c1ccc(OCC(=O)c2ccc(C)c(C)c2)cc1	-5	-17	i	0.5	0%	1	0%	-11%	-8.4%	2.4%	9%
O=C(COC(=O)c1cccc(S(=O)(=O)N2CCOCC2)c1)Nc1nc(-c2ccccc2Cl)cs1	-26	-13	i	0.5	2%	1	12%	-2%	-4.1%	6.8%	0%
CSCC[C@H](NC(=O)C1CCN(S(=O)(=O)c2ccc(C)cc2)CC1)C(=O)NCc1ccco1	-6	7	+	3.8*	7%	1.1	5%	-3%	-0.6%	-0.3%	-2%
CCn1nnnc1NCc1ccc(OCc2c(F)cccc2Cl)c(OC)c1	12	-12	i	0.4	-2%	1.1	0%	-15%	-4.2%	1.3%	3%

Next entries follow:
SMILES	WT yeast gro inh	WT yeast gro inh mutant strain	Myeloid diff 2	Myeloid diff 2 GFP+ MAC1+ %	PMI inhibition	TNAP activators	PMI inhibitors	Salmonella PhoP GFP	XIAP antagonists	RSV antiviral HEp-2	Siah-1 displacement
C/C(=N\NC(=O)c1ccc(-c2ccccc2)cc1)c1cccc(N)c1	-5	-6	i	0.1	-5%	1	-13%	-2%	0.8%	6.5%	0%
Cc1ccsc1C(=O)Nc1ccccc1N1CCOCC1	-3	2	i	1.9	-6%	1.1	-1%	4%	3.3%	12%	0%
CC(C)CNC(=O)COC(=O)c1cccc(S(=O)(=O)NCC(F)(F)F)c1	·	·	i	0.1	·	·	·	0%	·	-0.4%	1%
CCC(C(=O)Nc1ccsc1C(=O)OC)c1ccccc1 (stereo unspecified)	-7	1	i	0.2	-7%	1.1	-5%	3%	-5.4%	6.3%	-1%
COC1(c2ccccc2)NC(=S)NN=C1c1ccccc1 (stereo unspecified)	0	-24	i	1.3	-8%	1	-7%	-12%	-3.8%	3.7%	-1%
COc1ccc(CN2CCOCC2)cc1OC	-2	-1	i	1.1	-6%	1	-2%	12%	-5.3%	-0.4%	4%
CCCCCC(=O)Nc1c(-c2cccs2)c(=O)c2ccccc2n1C	-12	-3	i	0.9	-8%	1	-2%	4%	-5.4%	0.6%	0%
Cc1ccc2nc(N(CCCN(C)C)C(=O)c3cc4ccccc4oc3=O)sc2c1	7	-4	i	1.6	-15%	1.1	-14%	6%	1.2%	0.9%	0%
Cc1c(/N=C/c2ccco2)n(Cc2ccccc2)c2ccccc12	-3	6	i	2.0	27%	0.9	26%	0%	0.0%	-0.9%	2%
COc1cc(C2CC(=O)C3=C(C2)Nc2ncnn2C3c2cccs2)cc(OC)c1OC (stereo unspecified)	·	·	i	0.4	·	·	·	1%	·	0.7%	1%
O=C(COc1ccccc1)N/N=C/c1ccc(O[C@@H]2O[C@H](CO)[C@@H](O)[C@H](O)[C@H]2O)cc1	-12	-13	i	0.9	-7%	0.9	0%	-5%	-1.4%	-0.3%	-1%

Complete entries, quoted from the list:
CCCCCC(=O)Nc1c(-c2cccs2)c(=O)c2ccccc2n1C is listed as WT yeast gro inh: -12; WT yeast gro inh mutant strain: -3; Myeloid diff 2: i; Myeloid diff 2 GFP+ MAC1+ %: 0.9; PMI inhibition: -8%; TNAP activators: 1; PMI inhibitors: -2%; Salmonella PhoP GFP: 4%; XIAP antagonists: -5.4%; RSV antiviral HEp-2: 0.6%; Siah-1 displacement: 0%
Cc1ccsc1C(=O)Nc1ccccc1N1CCOCC1 is listed as WT yeast gro inh: -3; WT yeast gro inh mutant strain: 2; Myeloid diff 2: i; Myeloid diff 2 GFP+ MAC1+ %: 1.9; PMI inhibition: -6%; TNAP activators: 1.1; PMI inhibitors: -1%; Salmonella PhoP GFP: 4%; XIAP antagonists: 3.3%; RSV antiviral HEp-2: 12%; Siah-1 displacement: 0%
